S1P3 ag: agonists of human S1P3 receptor; actives 0.1% (n = 60,000); activation, % at 4.5 µM; S1P3 NFAT-BLA reporter cells, agonism, FRET ratio; relative to 1 µM S1P, basal subtracted; AID 373; Q99500;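 active means activation above the screen-wide mean plus 3 SD, cut at about 4.5% in these data, passing the limit was not always enough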; further: some compounds called inactive have numbers as strong as hits
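Benchmarks: high control 1 µM S1P / System: stable CHO line with human S1P3, Gα16, NFAT-BLA reporter / Dosing: single compound concentration, 4.5 µM final / Timing: 4 h compound at 37 °C, 2 h substrate at RT / Measured by: FRET β-lactamase substrate fluorescence, excitation 405 nm, 460/535 nm emission ratio, background-subtracted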
S1P1 ag-PAM: activates or potentiates agonism at human S1P1 receptor | S1P1 CRE-bla cells, forskolin, beta-lactamase FRET, potentiator mode; S1P1 agonist co-added at EC20, 2 nM; 100% = saturating reference agonist, 0% = basal | activation, % at 9.5 µM | actives 0.57% (n = 56,000);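 active means activation above a cutoff set at the mean activation of all tested compounds plus 3 SD, cut at about 54% in these data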;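 further: forskolin at 4 µM as EC80 and the EC20 agonist is SEW2871; 100% = SEW2871 at its EC100 plus forskolin at EC80; some compounds past the cut are filed as inactive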
Ec RNAP inh: inhibitors of Escherichia coli RNA polymerase. P0A8V2. E. coli RNA polymerase, fluorescence transcription assay. inhibition, %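 (tested at 10 µM)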. actives 0.2% (n = 62,000); in the data active means inhibition above about 20%;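 further: 0% = enzyme without compound and 100% = no enzyme blank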
M1 antag: blocks the rat M1 muscarinic receptor response to acetylcholine. actives 3.4% (n = 64,000). P08482. B-score at 10 µM. CHO-M1 cells, Fluo-4 calcium, ACh EC80 antagonist mode; stronger effect = lower value. AID 628;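 active means calcium fluorescence response, raw or row-and-column corrected B-score, differing from the plate sample mean either way at a set confidence level, mostly lower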
D1 mod: D1 dopamine receptor (human) allosteric modulation; B-score at 10 µM; actives 5.9% (n = 58,000); HEK293 D1, CRE-luciferase, dopamine EC30 potentiation; actives deviate in either direction; AID 641; P21728;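 active means luminescence count or its row- and column-corrected plate score outside the 99.7% band of the plate's sample wells, on either side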
Target sequence (P21728 whole entry, looked up): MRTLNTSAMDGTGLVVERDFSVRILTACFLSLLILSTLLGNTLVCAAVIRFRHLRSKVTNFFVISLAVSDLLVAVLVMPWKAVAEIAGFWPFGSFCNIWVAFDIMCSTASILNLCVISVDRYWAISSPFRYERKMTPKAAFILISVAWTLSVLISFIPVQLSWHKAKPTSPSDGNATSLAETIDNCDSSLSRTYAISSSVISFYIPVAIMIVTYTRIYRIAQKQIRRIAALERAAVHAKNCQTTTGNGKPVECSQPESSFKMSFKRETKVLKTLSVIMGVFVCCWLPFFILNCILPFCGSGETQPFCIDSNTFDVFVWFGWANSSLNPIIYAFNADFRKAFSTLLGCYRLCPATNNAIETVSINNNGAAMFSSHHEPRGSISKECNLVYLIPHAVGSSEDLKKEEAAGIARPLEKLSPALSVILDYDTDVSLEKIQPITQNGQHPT
M1 ag: activates the M1 muscarinic receptor. CHO-M1 cells, Fluo-4 calcium fluorescence, agonist mode; stronger effect = higher value. B-score at 10 µM. actives 3% (n = 64,000);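 active means fluorescence rise, raw or as B-score row- and column-corrected plate score, outside the 99.7% band of its plate's samples, either direction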
HEK293 NFkB inh: lowers PMA/ionomycin-induced NF-kB signal in HEK293 cells; HEK-293 NF-kB luciferase reporter, luminescence; inhibition, % at 3 µM; actives 0.21% (n = 62,000); AID 465;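 active means inhibition above the mean of all tested compounds plus 3 SD, cut at about 40% in these data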;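 further: 0% = stimulated DMSO wells and 100% = 10 µM reference inhibitor 5653914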
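Reagent: PMA plus ionomycin mix as NF-kB-activating stimulus. Assay system: NF-kB luciferase reporter HEK-293 cells. Technique: luminescence from luciferase substrate reagent. Incubation: 1 h compound pre-incubation, 16 h PMA/ionomycin at 37 °C. Benchmarks: DMSO only as uninhibited control, 10 µM reference inhibitor as full inhibition. Repeats: tested once.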
TNAP act DEA: activators of human TNAP at intermediate phosphate acceptor. activation factor at 20 µM. P05186. 64,000 tested, under 10 active. purified TNAP, CDP-star luminescence, 100 mM DEA, 30 min; stronger effect = higher value; scale: 0 levamisole-inhibited, 1 vehicle-only enzyme;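 active means activation factor of at least 2 at 20 µM, relative to controls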
Target sequence (P05186 whole entry, looked up): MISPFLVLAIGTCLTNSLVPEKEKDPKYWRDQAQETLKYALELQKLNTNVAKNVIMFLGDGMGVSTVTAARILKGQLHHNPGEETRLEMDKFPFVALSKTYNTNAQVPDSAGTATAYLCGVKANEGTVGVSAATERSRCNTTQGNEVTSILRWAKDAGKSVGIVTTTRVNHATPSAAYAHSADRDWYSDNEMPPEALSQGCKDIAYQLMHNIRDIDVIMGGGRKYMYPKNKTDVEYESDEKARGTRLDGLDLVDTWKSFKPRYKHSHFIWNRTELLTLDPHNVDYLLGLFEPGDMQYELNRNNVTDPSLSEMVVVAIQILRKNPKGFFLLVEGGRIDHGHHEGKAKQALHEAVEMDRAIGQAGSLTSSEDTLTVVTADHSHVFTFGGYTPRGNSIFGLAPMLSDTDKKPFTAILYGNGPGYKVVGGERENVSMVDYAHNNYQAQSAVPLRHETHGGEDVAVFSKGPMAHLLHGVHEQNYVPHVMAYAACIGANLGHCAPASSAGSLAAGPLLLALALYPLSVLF
Jurkat viability: cytotoxicity toward Jurkat cells; Jurkat E6.1 viability, ATP luminescence, 48 h; inhibition, % at 4 µM; actives 1.2% (n = 56,000); AID 463;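 active means inhibition above the mean inhibition of all tested compounds plus 3 SD, cut at about 28% in these data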
Numbers without * were called inactive; nt = no result given.

SMILES | S1P3 ag | S1P1 ag-PAM | Ec RNAP inh | M1 antag | D1 mod | M1 ag | HEK293 NFkB inh | TNAP act DEA | Jurkat viability
CCn1ccc(C(=O)Nc2ccc(S(=O)(=O)Nc3ccccc3OC)cc2)n1 | nt | nt | 3 | -0.54 | 0.76 | -1.6 | 8 | 0.9 | nt
CC(C(=O)NCCC1=CCCCC1)N1C(=O)c2ccccc2C1=O (configuration not stated) | 0.2 | -15 | -2 | 0.33 | 0.36 | -0.098 | 10 | 1 | 5
CNC(=O)c1ccccc1-c1ccccc1 | -0.7 | -4 | -3 | 0.075 | nt | 0.023 | 12 | 0.9 | 15
COc1cc(NC(=O)CN2CC(c3ccccc3)CC2=O)cc(OC)c1 (configuration not stated) | -1.2 | 8 | 6 | -0.24 | nt | -1 | 15 | 1 | -8
Cn1c(=O)oc2cc(S(=O)(=O)NCCN3CCc4ccccc4C3)ccc21 | 0.8 | -9 | 8 | -1.2 | -1.1 | -0.11 | 1 | 0.8 | -10
COc1cccc(C2CC(=O)NC3=C2C(=O)CCC3)c1 (configuration not stated) | -0.1 | -9 | 3 | 0.095 | -0.64 | -0.59 | 11 | 0.9 | -2
COC(=O)[C@H](CCSC)NC(=O)Nc1ccc(OC)c(Cl)c1 | -1.1 | -2 | 6 | nt | 0.55 | nt | 11 | 0.9 | 5
COC(=O)c1ccc(Oc2nc(Nc3ccccc3)nc(N(C)C)n2)cc1 | -1.5 | -7 | 7 | 0.45 | 0.0076 | -0.0099 | 5 | 0.9 | -3
CCn1cc(C(=O)NCc2ccco2)c(=O)c2cc(S(=O)(=O)N3CCC(C)CC3)ccc21 | 0.2 | 4 | 5 | 0.24 | 0.76 | -0.084 | 12 | 0.9 | 26
COc1c(Br)cc(Br)cc1/C=N/n1c(C)nnc1C | -0.7 | -5 | 1 | 0.12 | -0.28 | -0.19 | 22 | 0.9 | 8
O=C1c2ccccc2C(Nc2ccc3c(c2)OCCO3)N1c1ccc(Cl)cn1 (configuration not stated) | -1.3 | -16 | -2 | 0.42 | -0.089 | -0.0054 | 14 | 0.9 | -4
COc1ccc(N(C)S(=O)(=O)c2ccc3c(c2)CCC(=O)N3)cc1 | -0.1 | 2 | 7 | 0.007 | -1 | 0.78 | -2 | 1 | 3
O=C(Nc1nc(-c2ccc(Cl)s2)cs1)c1ccncc1 | -1.1 | 126* | 3 | 0.23 | -2.3 | -0.78 | 26 | 0.9 | 29
CC(=O)N(C(C)=O)c1ncc2c([nH]c3ccccc32)c1C#N | -0.5 | nt | 5 | -0.2 | 0.19 | -0.47 | 16 | 0.9 | 3
Cc1ccc2nnc(Cl)n2n1 | -0.5 | -9 | 0 | 0.24 | 0.099 | -0.039 | 9 | 1 | 5
CN(C)c1ccc(P(=O)(OCc2ccccc2)C(O)c2ccncc2)cc1 (configuration not stated) | -0.7 | -14 | 4 | 1.7 | -0.4 | 0.57 | 9 | 0.9 | -6
O=C(NCc1ccccn1)c1cn(Cc2ccccc2)nn1 | -1.6 | -18 | 1 | -0.01 | 0.41 | -0.41 | 8 | 0.9 | -2
CCN1CCN(CNC(=O)c2cnccn2)CC1 | -0.4 | 0 | 3 | 0.88 | 2 | 1.1 | -4 | 0.9 | -3
COc1cc(C2=NOC(C(=O)N3CCN(c4ccc(F)cc4)CC3)C2)cc(OC)c1OC (configuration not stated) | 2.0 | -36 | 7 | -0.81 | -0.87 | 2.2 | 9 | 0.9 | -3
O=C(CSc1nc2ccccc2o1)N1CCN(c2ccc(Cl)cc2)CC1 | -1.1 | nt | 8 | -0.054 | 0.016 | 20* | 17 | 0.9 | 5
CCN(CC)CCCNC(=O)Cc1c(C(=O)O)n(C)c2ccccc12 | 0.3 | -4 | 1 | 0.41 | -0.35 | -0.16 | 9 | 1 | 0
CCn1c(=NC(=O)c2ccc(N3C(=O)CCC3=O)cc2)sc2c(OC)ccc(OC)c21 | -0.9 | -48 | 9 | 0.36 | 9.9* | -0.074 | 10 | 0.9 | -1
Cc1ccc(-c2ccc(OCC(=O)N3CCOCC3)cc2)cc1 | -0.1 | -12 | 2 | -0.93 | 0.047 | 0.8 | 3 | 0.9 | 10
Cc1cc(=O)n2nc(N3CCCC3C(=O)NCCCN3CC(C)CC(C)C3)sc2n1 (configuration not stated) | 0.1 | 8 | 1 | -0.066 | -0.00028 | -0.38 | 8 | 1 | -1
COCC(=O)n1nc(NCc2ccc(OC)cc2)nc1NCc1ccc(OC)cc1 | -0.7 | nt | 9 | 1.2 | 1.5 | 0.82 | 15 | 1 | -3
(further entries)
SMILES | S1P3 ag | S1P1 ag-PAM | Ec RNAP inh | M1 antag | D1 mod | M1 ag | HEK293 NFkB inh | TNAP act DEA | Jurkat viability
Cc1ccc(Nc2nc(Oc3ccc(OCc4ccccc4)nn3)nc(N3CCOCC3)n2)cc1 | -0.8 | -19 | 15 | 1 | 1.2 | 0.028 | 31 | 0.9 | -2
CNC(=O)Nc1cc(C(C)(C)C)no1 | -0.1 | 7 | 5 | 0.052 | nt | -0.23 | 14 | 1 | -6
O=C(Cn1nc(Cl)nc1Cl)Nc1ccccc1 | -0.1 | -4 | 3 | -0.61 | nt | -0.73 | 15 | 1 | -1
Cc1ccc(NC(=O)COC(=O)Cn2c(C)csc2=O)cc1 | -1.2 | 5 | 9 | -0.12 | -0.4 | -0.0082 | 13 | 0.9 | 2
CNC(=O)c1cc2ccc(OC)cc2oc1=O | 0.5 | -13 | -24 | -2.3* | -1.3 | 3.8* | 11 | 0.9 | -5
Cc1nnc(NC(=O)C2CCN(c3cnccn3)CC2)s1 | -0.8 | 2 | 8 | 0.43 | -0.46 | -0.7 | 13 | 0.9 | -6
Fc1ccc2[nH]c3c(N4CCN(c5ccccc5)CC4)ncnc3c2c1 | -6.1 | 106* | -1 | 0.18 | nt | 0.49 | nt | 0.8 | nt
CC(OC(=O)CCc1nc2ccccc2[nH]c1=O)C(=O)c1ccccc1 (configuration not stated) | nt | nt | 6 | 0.49 | 2 | 1.5 | 25 | 1 | nt
Cc1onc(-c2ccccc2Cl)c1C(=O)N1CCN=C1SCc1cccnc1 | -0.7 | 11 | 8 | -0.77 | 0.32 | -1 | 23 | 1 | -8
COc1cc(C(=O)OC2CCN(C)CC2)cc(OC)c1OC | 0.2 | -18 | 3 | 0.038 | -0.15 | 0.25 | 11 | 1 | -2
N#C/C(=C\c1c(N2CCOCC2)nc2ccccn2c1=O)S(=O)(=O)c1ccccc1 | nt | nt | 9 | -1 | nt | 2 | 6 | 0.9 | nt
O=C(O)Cc1ccc(NC(=O)c2cccs2)cc1 | -0.8 | nt | 4 | -0.62 | -1.1 | -0.31 | 9 | 0.9 | 10
COc1ccc(F)cc1S(=O)(=O)N1CCC(C(N)=O)CC1 | 0.2 | 4 | 11 | 0.27 | -0.28 | -0.21 | 6 | 0.9 | -2
COc1ccccc1CN1C(=O)[C@@H]2C(CC(N)=O)NC3(C(=O)Nc4c3ccc(Cl)c4C)[C@@H]2C1=O (some centres not stated) | -0.2 | -14 | 8 | -0.22 | 0.17 | -0.58 | -4 | 0.9 | -5
O=C(NC1=NCCS1)c1ccc(OCC2CCCO2)cc1 (configuration not stated) | -0.5 | 12 | -6 | 0.38 | -3* | 1.1 | -19 | 1 | 10
Cc1ccc(C)c(N(CC(=O)NCCSCc2ccco2)S(C)(=O)=O)c1 | -0.2 | -8 | 10 | 0.9 | -0.23 | 0.67 | 7 | 0.9 | -4
O=C(CCN1CCc2ccccc21)c1ccc2c(c1)OCCO2 | -4.9 | 32 | 7 | 0.15 | nt | -0.94 | nt | 0.7 | nt
Cc1noc(NS(=O)(=O)c2ccc(NC(=O)CSc3nc4ccccc4[nH]3)cc2)c1C | 0.9 | -3 | 6 | 0.62 | -0.00039 | -0.013 | 9 | 0.9 | -5
Cc1oc2nc(SCCCC(=O)NCCCO)nc(N)c2c1C | -4.2 | -7 | 7 | 0.73 | 0.99 | 4.6* | nt | 0.9 | nt
COc1ccc(OC)c(C2C(C(=O)Nc3ccc(F)cc3)=C(C)Nc3nc(CCCO)nn32)c1 (configuration not stated) | 0.6 | -2 | 3 | -1.3 | 1.3 | -0.75 | 3 | 0.8 | -7
CC1Oc2ccccc2N(CC(=O)NCC2CCCO2)C1=O (configuration not stated) | -0.1 | -16 | 0 | 0.22 | 1.1 | -0.48 | 18 | 0.9 | -6
COCCNC(=O)CNS(=O)(=O)c1ccc2nc(C)sc2c1 | -0.6 | -4 | 2 | -1.2 | -0.38 | -0.32 | 26 | 0.9 | -6
COc1cccc(/C=N/n2c(-c3ccco3)nc3ccccc3c2=O)c1 | -0.1 | -17 | 13 | -0.41 | 3.2 | 1.4 | 13 | 0.8 | -7
CC(C)CC(c1nnnn1C1CCCC1)N1CCN(c2ccccc2F)CC1 (configuration not stated) | -1.3 | 7 | -6 | -0.52 | -1 | 0.85 | 16 | 1 | -6
CCCCn1c(=O)n(CC(=O)Nc2c(CC)cccc2CC)c(=O)c2c1nc(CO)n2CCC | nt | nt | 5 | 0.54 | nt | 0.0027 | 8 | 0.9 | nt
CN1C(=S)SC(/[N+]([O-])=C\c2ccco2)C1(C)C (configuration not stated) | -1.3 | -7 | 9 | -0.24 | -5.8* | -0.0083 | 9 | 0.9 | 0
O=C(COc1cccc(C(F)(F)F)c1)Nc1ccc(S(=O)(=O)N2CCCC2)cc1 | -0.9 | -3 | nt | 0.22 | 1.7 | -1.1 | 25 | 1 | 2
O=C(NCCc1ccccc1)c1ccc(=O)oc1 | -1.5 | 2 | -4 | 0.26 | -0.32 | -1.2 | 2 | 1.1 | 13
COc1ccc(C)cc1NC(=O)NCCC1=CCCCC1 | 0.4 | -13 | 2 | -0.49 | -0.8 | -0.042 | 7 | 0.9 | -2

Exported with values under each structure: part of the list above.
Order of results: S1P3 ag | S1P1 ag-PAM | Ec RNAP inh | M1 antag | D1 mod | M1 ag | HEK293 NFkB inh | TNAP act DEA | Jurkat viability
COCC(=O)n1nc(NCc2ccc(OC)cc2)nc1NCc1ccc(OC)cc1
 : -0.7 | nt | 9 | 1.2 | 1.5 | 0.82 | 15 | 1 | -3
Cc1ccc(Nc2nc(Oc3ccc(OCc4ccccc4)nn3)nc(N3CCOCC3)n2)cc1
 : -0.8 | -19 | 15 | 1 | 1.2 | 0.028 | 31 | 0.9 | -2
CNC(=O)Nc1cc(C(C)(C)C)no1
 : -0.1 | 7 | 5 | 0.052 | nt | -0.23 | 14 | 1 | -6

Some of these compounds in order of molecular weight, low to high.
SMILES | S1P3 ag | S1P1 ag-PAM | Ec RNAP inh | M1 antag | D1 mod | M1 ag | HEK293 NFkB inh | TNAP act DEA | Jurkat viability
CNC(=O)c1cc2ccc(OC)cc2oc1=O | 0.5 | -13 | -24 | -2.3* | -1.3 | 3.8* | 11 | 0.9 | -5
O=C(O)Cc1ccc(NC(=O)c2cccs2)cc1 | -0.8 | nt | 4 | -0.62 | -1.1 | -0.31 | 9 | 0.9 | 10
COc1cc(C(=O)OC2CCN(C)CC2)cc(OC)c1OC | 0.2 | -18 | 3 | 0.038 | -0.15 | 0.25 | 11 | 1 | -2
COc1ccccc1CN1C(=O)[C@@H]2C(CC(N)=O)NC3(C(=O)Nc4c3ccc(Cl)c4C)[C@@H]2C1=O (some centres not stated) | -0.2 | -14 | 8 | -0.22 | 0.17 | -0.58 | -4 | 0.9 | -5

Compound activity: PubChem, several laboratories
